# F-actin modifier – alters cytoskeleton assembly in HUVEC cells; HUVEC TNFa F-actin phalloidin imaging, high content; inhibition, % at 2 µM; actives 0.18% (n = 91,000); AID 836;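 active = inhibition above the batch mean plus 3 SD and confirmed as a hit by visual image inspection, cut at about 30% in these data, passing the limit was not always enough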; also: strong numbers were not always called active
# PLK1 kinase inh – blocks human PLK1 kinase activity; P53350; recombinant PLK1 kinase, TR-FRET peptide phosphorylation; inhibition, % at 10 µM; actives 0.53% (n = 97,000);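 active = inhibition of 50% or more in the single-concentration screen; inactive = inhibition below 50%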;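 also: 0% = DMSO max control and 100% = H-89 dihydrochloride min control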
# EphB4 antag – EphB4-ephrin-B2 interaction antagonism. inhibition, % at 7 µM. P54760. actives 0.15% (n = 97,000). EphB4 LBD / TNYL-RAW-Alexa532 peptide, fluorescence polarization;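 active = inhibition above the screen-wide mean inhibition plus 3 SD, cut at about 15% in these data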;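 also: 0% = DMSO wells and 100% = excess unlabeled TNYL-RAW peptide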
# HIV Rev-RRE inh – disrupts HIV-1 Rev binding to RRE RNA. AID 704. Rev peptide-RRE RNA binding, FRET. actives 0.79% (n = 97,000). inhibition, % at 8 µM;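 active = inhibition above the screen-wide mean plus 3 SD, cut at about 35% in these data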;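 also: 0% = median DMSO wells and 100% = median Neomycin B control wells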
#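 Material: labelled RRE RNA duplex and labelled Rev peptide / Buffer or medium: HEPES pH 7.5 salt buffer with EDTA / Compound dosing: single point, 8 µM final nominal compound concentration / Benchmarks: DMSO low control, neomycin B high control / Timing: 5 min preincubation and 15 min binding, 25 °C / Technique: FRET fluorescence readout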
# PTK2B oligo ant – antagonists of human Pyk2 oligomerization. Q293 cells, Pyk2 FERM NanoBiT luminescence; hits give low values. z-score (the deposit names both 25 µM and 10 µM). actives 0.83% (n = 99,000). Q14289. AID 1347419;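 active = Z-score of -3 or lower, scaled per plate to the spread of control and sample wells; inactive = z-score above -3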;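 also: negative z-score means lost luminescence so less FERM oligomerization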
# Plk1 PBD FP – Plk1 (human) PBD binding inhibition; P53350; Plk1 PBD phosphopeptide binding, fluorescence polarization; inhibition, %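 (tested at about 20 µM)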; actives 0.13% (n = 97,000); AID 693; in the data active = inhibition above about 34%, passing the limit was not always enough
# LYP act – LYP (human) phosphatase activation; Q9Y2R2; recombinant LYP, DiFMUP fluorescence; 0 = plate median, 100 = signal doubled; activation, % at 2 µM; actives 0.11% (n = 96,000); AID 697;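 active = activation at 2 µM above a set limit, the mean plus 5 SD, cut at about 37% in these data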
# PTPN22 inh 2 – blocks human PTPN22 phosphatase activity | AID 640 | Q9Y2R2 | recombinant LYP catalytic domain, DiFMUP fluorescence | actives 0.21% (n = 96,000) | inhibition, % at 2 µM;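 active = inhibition at 2 µM at or above a set limit, the screen mean plus 3 SD, cut at about 24% in these data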;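 also: 0% = DMSO with enzyme and 100% = enzyme fully blocked by orthovanadate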
# FAK inh – FAK (human) kinase inhibition; Q05397; biochemical FAK kinase activity assay; inhibition, %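 (tested at 7 µM)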; actives 0.84% (n = 97,000); AID 727; in the data active = inhibition above about 19%;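 also: 0% = DMSO and 100% = reference compound high control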
# Target sequence (Q05397 whole entry, looked up): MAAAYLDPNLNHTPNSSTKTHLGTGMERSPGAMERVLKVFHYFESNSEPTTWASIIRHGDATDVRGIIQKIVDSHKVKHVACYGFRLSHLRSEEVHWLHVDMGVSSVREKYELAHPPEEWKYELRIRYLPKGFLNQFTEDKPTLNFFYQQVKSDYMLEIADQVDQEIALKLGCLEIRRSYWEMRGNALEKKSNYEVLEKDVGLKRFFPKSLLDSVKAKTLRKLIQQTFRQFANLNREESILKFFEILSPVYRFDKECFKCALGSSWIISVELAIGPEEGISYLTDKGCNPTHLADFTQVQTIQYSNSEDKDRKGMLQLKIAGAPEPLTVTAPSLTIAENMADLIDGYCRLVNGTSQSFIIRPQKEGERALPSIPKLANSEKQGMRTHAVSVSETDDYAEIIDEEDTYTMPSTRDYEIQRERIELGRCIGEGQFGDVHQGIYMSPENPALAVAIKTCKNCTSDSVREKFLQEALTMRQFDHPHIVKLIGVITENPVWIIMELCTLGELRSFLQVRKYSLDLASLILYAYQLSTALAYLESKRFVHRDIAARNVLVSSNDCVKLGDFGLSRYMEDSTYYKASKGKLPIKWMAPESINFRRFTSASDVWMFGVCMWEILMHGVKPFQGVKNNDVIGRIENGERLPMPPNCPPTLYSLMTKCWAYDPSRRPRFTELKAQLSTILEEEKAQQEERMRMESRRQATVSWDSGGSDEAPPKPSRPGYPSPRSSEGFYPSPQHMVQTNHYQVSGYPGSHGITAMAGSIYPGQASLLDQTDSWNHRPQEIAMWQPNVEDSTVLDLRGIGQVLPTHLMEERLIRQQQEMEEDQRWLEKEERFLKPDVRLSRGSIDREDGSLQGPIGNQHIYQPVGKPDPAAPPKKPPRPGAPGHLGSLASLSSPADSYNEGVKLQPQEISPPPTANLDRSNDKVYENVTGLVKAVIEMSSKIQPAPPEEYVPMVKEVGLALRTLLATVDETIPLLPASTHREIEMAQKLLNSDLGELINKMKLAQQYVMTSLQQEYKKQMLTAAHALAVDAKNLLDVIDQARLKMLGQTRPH
# An asterisk follows results filed as active; . = no result given; [ ] = dose if it differs, or a comment.
F-actin modifier	PLK1 kinase inh	EphB4 antag	HIV Rev-RRE inh	PTK2B oligo ant	Plk1 PBD FP	LYP act	PTPN22 inh 2	FAK inh	mol
20	-13	-4	4	-0.16	22	-3	2	-6	NC(=O)CSC1=Nc2ccccc2C2=NC(CC(=O)NCc3cccs3)C(=O)N12 (stereo not given)
11	3	1	5	-1	-1	2	-5	9	N#CN=C(N)c1ccccc1
0	-11	4	3	-0.2	8	0	-4	1	Cc1ccc(C(C)C)cc1S(=O)(=O)NCc1cccnc1
-9	-9	-7	5	0.57	-7	4	-2	-2	CC(CC(=O)O)CC(=O)Nc1ccccc1C(=O)O (stereo not given)
-13	-8	2	-1	0.98	-8	-1	-2	2	CCCCn1c(=N)n(CC(=O)c2ccco2)c2ccccc21
-16	1	1	8	0.85	11	-5	3	-1	CSc1ccc(N2CCN(CCCNC(=O)Nc3ccccc3F)CC2)cc1
16	-8	1	10	-0.53	4	-9	8	0	Cc1ccc(C(=O)Nc2ccccc2C(=O)N2CC3(C)CC2CC(C)(C)C3)cc1 (stereo not given)
13	-3	1	6	.	-3	-6	2	1	O=C(CSc1nccn1-c1cccc(Cl)c1)Nc1ccc2c(c1)OCCO2
.	-8	1	-1	0.11	-4	-4	4	-4	CCn1c(Cc2ccc(OC)cc2)nnc1SCC(=O)NC1CCCCC1
10	-7	1	12	-0.89	14	-1	-1	0	Cc1ccc(C)c(OCc2nnc(NC(=O)c3ccco3)s2)c1
14	-11	-1	4	-0.37	2	12	-12	1	CSc1ccccc1C(=O)Nc1ccc2c(c1)OCCO2
-13	9	0	5	.	-4	-8	6	1	COc1cc(NC(=O)C2CCCN2C(=O)C2CCC(C)CC2)cc(OC)c1OC (stereo not given)
-7	0	-8	2	-0.11	-19	4	-6	-5	Cc1c(C(=O)O)c(-c2ccccc2)nn1-c1ccccc1
58	-8	9	4	-1.2	-33	-5	8	0	COc1ccnc(N2CCN(c3ccccc3)CC2)c1C#N
6	-5	1	-10	-0.44	4	-3	2	52*	Cc1ccc(CNc2ccc(O)cc2)cc1
58	-6	-2	4	0.03	5	-5	3	5	CCCCOc1ccc(-c2ncc(C(=O)O)c(C)n2)cc1
23	-7	-1	6	-2.6	5	-4	7	0	Oc1ccc(Cl)cc1C(C#Cc1ccccc1)N1CCOCC1 (stereo not given)
18	-1	4	7	-2.7	-2	-10	8	0	Cc1cccc(N2CCN(C(c3cccs3)c3nnnn3C(C)(C)C)CC2)c1C (stereo not given)
8	-7	1	4	1	3	-14	14	-1	Cc1ccc(N2CC(C(=O)N3CCN(C(=O)c4ccco4)CC3)CC2=O)cc1 (stereo not given)
-5	1	-2	2	-0.07	0	2	-5	1	O=C(NCC1CCCO1)Nc1ccccc1 (stereo not given)
-33	-17	1	9	-0.52	4	0	4	10	CCCn1cc(SCC(=O)NCc2ccco2)c2ccccc21
18	31	-5	0	-1.1	-15	22	-25	0	O=c1[nH]cnc2cc(Cl)ccc12
8	8	-1	3	-0.65	5	2	-6	-3	O=C(Nc1ccc2c(c1)OCCO2)c1ccc2nccnc2c1
.	-17	1	8	-0.07	-5	.	.	6	Cc1cccc(NC(=O)C2=C(O)c3ccccc3N(C)S2(=O)=O)c1
2	0	-1	7	0.25	-23	13	-10	-5	COC(=O)C(NC(=O)c1ccc(Cl)cc1)(Nc1nc(C)cs1)C(F)(F)F (stereo not given)
-4	-3	-2	8	.	17	-6	3	-2	Cc1ccn2cc(CCNS(=O)(=O)c3ccc(F)c(C(F)(F)F)c3)nc2c1
-9	-2	-7	25	-2.8	-3	-4	6	2	CCOC(=O)c1c(C)sc(Sc2ccc(Cl)cc2[N+](=O)[O-])c1OC
-2	2	3	7	0.43	-2	-1	3	0	Cc1cc2[nH]c(=O)c3ccccc3n2n1
.	-5	-2	5	0.01	9	2	-2	-4	CSc1nnnn1-c1ccc(C(=O)OCC(=O)N2CCOCC2)cc1
-8	-15	-1	4	-0.18	10	2	-3	-1	Nc1nnc(SCc2ccccc2)n1-c1ccccc1
0	-1	-2	1	3.1	20	-10	7	-2	CC1(C)CC(N(Cc2cccs2)C(=O)c2ccco2)CCO1 (stereo not given)
-24	-11	-1	3	-0.69	-13	-1	-1	1	CC(=O)COc1cc(C)cc2oc(=O)c(C)c(C)c12
-31	-7	-5	6	0.89	10	-11	10	2	CC(=O)Oc1cc(OC(C)=O)c2c(C)cc(=O)oc2c1
26	-5	1	8	0.18	-8	1	-2	4	COc1cccc(C2=NOC(C(=O)N3CCOCC3)C2)c1 (stereo not given)
6	-8	-17	5	0.15	-3	2	3	-5	CCNC(=O)/C(=C/c1ccco1)NC(=O)/C=C/c1ccccc1
-15	6	-5	86*[fluorescence artefact?]	-0.82	-32	0	-2	2	CCN1CC=C2C(C#N)=C(N)C(C#N)(C#N)C(CCc3ccccc3)C2C1 (stereo not given)
20	1	0	-1	-0.04	41	5	-2	-5	COc1ccc(OC)c(C2C(C(C)=O)=C(O)C(=O)N2c2ccc(O)cc2)c1 (stereo not given)
.	-11	-1	4	0.42	-19	1	0	0	CC(C)(C)NC(=O)CSc1nncn1NCc1ccccc1
-12	0	2	7	0.02	-5	2	1	-1	Cc1ccc(S(=O)(=O)N(C)C2(C)CCS(=O)(=O)C2)cc1 (stereo not given)
.	4	5	5	0.11	20	1	0	2	COc1ccc(C2=NOC(C(=O)N3CCOCC3)C2)cc1OC (stereo not given)
-1	-15	0	0	-0.73	-18	14	-10	3	COC(=O)c1cc(C(=O)c2cccc(Cl)c2Cl)cn1C
-19	-8	4	1	-0.27	-15	8	-12	-6	O=C(c1ccco1)N1CCN(S(=O)(=O)c2ccc3[nH]c(=O)oc3c2)CC1
22	6	-4	2	-0.07	-1	6	-1	18	O=[N+]([O-])c1ccc(NCCNS(=O)(=O)c2ccccc2)c(C(F)(F)F)c1
-11	-12	-3	-1	0.78	-29	16	-11	-2	CCOC(=O)CN(c1ccccn1)S(=O)(=O)c1ccccc1
-10	-11	-1	7	.	-10	0	-3	5	Cn1c(NCCO)nc2c(c1=O)C1(CCCCC1)Cc1ccccc1-2
12	-3	-7	-3	0.21	-5	10	-11	0	COC(=O)CN(c1ccc(OC)cc1)S(=O)(=O)c1c(C)noc1C
10	-3	3	0	-1.1	-20	-15	15	-1	COc1ccc(CCN(Cc2cccs2)S(=O)(=O)c2ccc(-n3cnnn3)c(OC)c2)cc1OC
8	10	-1	11	.	-15	7	-4	-1	O=S(=O)(/N=C/c1c(O)ccc2ccccc12)c1cccs1
4	2	16*	6	0.45	9	2	-5	-4	CC(=O)Nc1cccc(NC(=O)CSc2nnc(Cc3cccn3C)n2-c2ccc(C)cc2)c1
-13	-2	6	-1	1.2	-14	-9	10	-2	CC1=C(C(=O)Nc2ccccc2)C(c2ccco2)NC(=O)N1 (stereo not given)
-24	-5	3	6	0.97	12	13	-10	-2	O=[N+]([O-])c1cc(-c2cnc3ccccc3n2)ccc1Oc1ccc(Br)cc1
-5	32	-4	11	.	17	0	0	11	COc1ccc(-c2nc3cnccn3c2Nc2ccc(C)cc2)cc1
7	-11	4	8	0.89	10	-16	16	1	CCSCc1nnc(SCC(=O)Nc2nc3ccccc3s2)n1C
-4	-13	1	8	1.5	0	-8	6	-1	Cn1c(=O)[nH]c(=O)c2c1nc(CN1CCN(c3cccc(Cl)c3)CC1)n2CCN1CCOCC1
33	-6	0	9	0.5	-15	-2	0	-2	CCC12CN(C(=O)c3ccc(OC)cc3)CC(CC)(CN(C(=O)c3ccc(OC)cc3)C1)C2=O
-8	-1	-1	6	-1.9	-14	2	0	-3	CC(C)C(=O)NC(=S)Nc1ccc(S(=O)(=O)N(C)Cc2ccccc2)cc1
5	-16	2	-1	0.87	-11	0	-1	0	C/C(=N\O)C(C)(C)NC(=O)Nc1ccc(Cl)cc1
25	-8	-2	-2	0.23	20	8	-7	-2	O=C(OCC(=O)N1CCN(c2ccccc2)CC1)c1ccco1
.	-3	4	3	-0.6	-12	4	-2	0	O=C(Nc1ccc(Cl)cn1)c1cccc(S(=O)(=O)N2CCOCC2)c1
-4	-3	0	2	-1.2	-8	-3	0	4	Cc1ccc(Cl)cc1N(CC(=O)N1CCCCCC1)S(C)(=O)=O

# In the list so far, 10 contain a Cl atom.
F-actin modifier	PLK1 kinase inh	EphB4 antag	HIV Rev-RRE inh	PTK2B oligo ant	Plk1 PBD FP	LYP act	PTPN22 inh 2	FAK inh	mol
13	-3	1	6	.	-3	-6	2	1	O=C(CSc1nccn1-c1cccc(Cl)c1)Nc1ccc2c(c1)OCCO2
23	-7	-1	6	-2.6	5	-4	7	0	Oc1ccc(Cl)cc1C(C#Cc1ccccc1)N1CCOCC1 (stereo not given)
18	31	-5	0	-1.1	-15	22	-25	0	O=c1[nH]cnc2cc(Cl)ccc12
2	0	-1	7	0.25	-23	13	-10	-5	COC(=O)C(NC(=O)c1ccc(Cl)cc1)(Nc1nc(C)cs1)C(F)(F)F (stereo not given)
-9	-2	-7	25	-2.8	-3	-4	6	2	CCOC(=O)c1c(C)sc(Sc2ccc(Cl)cc2[N+](=O)[O-])c1OC
-1	-15	0	0	-0.73	-18	14	-10	3	COC(=O)c1cc(C(=O)c2cccc(Cl)c2Cl)cn1C
-4	-13	1	8	1.5	0	-8	6	-1	Cn1c(=O)[nH]c(=O)c2c1nc(CN1CCN(c3cccc(Cl)c3)CC1)n2CCN1CCOCC1
5	-16	2	-1	0.87	-11	0	-1	0	C/C(=N\O)C(C)(C)NC(=O)Nc1ccc(Cl)cc1
.	-3	4	3	-0.6	-12	4	-2	0	O=C(Nc1ccc(Cl)cn1)c1cccc(S(=O)(=O)N2CCOCC2)c1
-4	-3	0	2	-1.2	-8	-3	0	4	Cc1ccc(Cl)cc1N(CC(=O)N1CCCCCC1)S(C)(=O)=O

# High-throughput results as filed in PubChem BioAssay.
